# Source: PubChem
# Cardio protect: modulators protecting cardiomyocytes from myocardial damage; H9c2 cardiomyocytes, H2O2 injury protection, ATPLite, 2 h; protection from H2O2 cell death, % at 20 µM; actives 0.63% (n = 360,000);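 active means compounds giving at least 50% protection of heart cells from peroxide-induced death in the single-dose screen, raw or plate-pattern-corrected value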;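 further: 0% = DMSO wells with peroxide and 100% = DMSO wells without peroxide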
# HTR2A ag: activates the mouse 5-HT2A serotonin receptor. CHO-K1 mHTR2A beta-arrestin complementation, luminescence; percent of 30 µM serotonin response. activation, % at 7.6 µM. actives 0.66% (n = 360,000). AID 624169;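 active means activation above a run cutoff, the mean activation of all tested compounds plus 3 SD, cut at about 14% in these data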;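 further: 0% = plate median of compound wells and 100% = 30 µM serotonin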
# MC4R ag barr: human MC4R agonism via beta-arrestin | activation, % at 8.9 µM | P32245 | AID 540308 | actives 0.98% (n = 360,000) | U2OS MC4R beta-arrestin complementation, luminescence; percent of melanotan II response, DMSO zero;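 active means activation above a per-plate cutoff, the mean activation of sample wells on that plate plus 3 SD, cut at about 8% in these data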
# TLR9-MyD88 block: TLR9-MyD88 interaction inhibition. AID 504734. CHO BLA complementation TLR9-MyD88, CCF4 FRET ratio. inhibition, % at 4.98 µM. actives 0.21% (n = 340,000);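 active means inhibition above the mean over all tested compounds plus 3 SD, cut at about 21% in these data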;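 further: 0% = DMSO only wells and 100% = clavulanate BLA inhibitor control wells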
# Target sequence (Q99836 whole entry, looked up): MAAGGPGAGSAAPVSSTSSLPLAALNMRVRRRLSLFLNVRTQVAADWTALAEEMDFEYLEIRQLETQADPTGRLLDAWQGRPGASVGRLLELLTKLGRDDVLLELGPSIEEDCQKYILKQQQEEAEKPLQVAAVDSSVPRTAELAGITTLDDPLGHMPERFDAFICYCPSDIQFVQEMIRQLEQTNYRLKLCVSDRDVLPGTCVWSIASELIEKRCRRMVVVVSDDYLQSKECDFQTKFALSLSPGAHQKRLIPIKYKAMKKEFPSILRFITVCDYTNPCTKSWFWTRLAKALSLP
# Target sequence (Q9NR96 whole entry, looked up): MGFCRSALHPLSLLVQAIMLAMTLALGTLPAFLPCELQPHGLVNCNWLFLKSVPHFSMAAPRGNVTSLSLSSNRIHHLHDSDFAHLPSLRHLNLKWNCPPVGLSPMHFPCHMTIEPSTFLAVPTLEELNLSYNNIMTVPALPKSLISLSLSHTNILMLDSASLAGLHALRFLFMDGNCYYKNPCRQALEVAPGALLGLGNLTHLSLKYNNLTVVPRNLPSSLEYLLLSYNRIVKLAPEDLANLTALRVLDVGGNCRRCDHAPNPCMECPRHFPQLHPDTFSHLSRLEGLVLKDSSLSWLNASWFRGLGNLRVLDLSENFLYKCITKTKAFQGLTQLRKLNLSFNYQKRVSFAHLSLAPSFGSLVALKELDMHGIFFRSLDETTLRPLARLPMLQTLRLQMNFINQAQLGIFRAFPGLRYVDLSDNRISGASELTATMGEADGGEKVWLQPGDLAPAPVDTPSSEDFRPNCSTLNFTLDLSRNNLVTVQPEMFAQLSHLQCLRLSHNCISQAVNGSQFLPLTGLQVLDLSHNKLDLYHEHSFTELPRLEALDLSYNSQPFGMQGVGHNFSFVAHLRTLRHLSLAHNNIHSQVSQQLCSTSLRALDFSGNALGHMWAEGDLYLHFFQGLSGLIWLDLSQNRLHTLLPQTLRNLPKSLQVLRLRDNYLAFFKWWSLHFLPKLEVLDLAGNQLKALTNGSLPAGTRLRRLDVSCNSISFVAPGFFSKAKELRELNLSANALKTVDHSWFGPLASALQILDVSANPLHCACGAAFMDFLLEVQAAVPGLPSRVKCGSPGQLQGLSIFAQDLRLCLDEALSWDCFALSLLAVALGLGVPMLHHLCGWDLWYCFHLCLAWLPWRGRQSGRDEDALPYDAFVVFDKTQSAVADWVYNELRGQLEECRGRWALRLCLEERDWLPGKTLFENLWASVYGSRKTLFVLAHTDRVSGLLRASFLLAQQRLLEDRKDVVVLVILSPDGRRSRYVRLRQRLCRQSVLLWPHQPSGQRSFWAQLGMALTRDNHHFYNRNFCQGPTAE
# NOD2-RIPK2 inh: NOD2-RIPK2 protein interaction inhibition; inhibition, % at 4.98 µM; O43353; actives 0.38% (n = 360,000); CHO BLA complementation NOD2-RIPK2, CCF4 ratio; in the data active means inhibition above about 21%;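 further: 0% = vehicle only and 100% = reference blocker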
# MC4R antagonist: antagonists of human melanocortin 4 receptor (MC4R); AID 540295; MC4R-expressing cells, MTII-stimulated cAMP, LANCE TR-FRET; inhibition, % at 6.5 µM; actives 0.48% (n = 360,000);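 active means inhibition above its plate's cutoff, the mean of tested wells on that plate plus 3 SD, cut at about 29% in these data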;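 further: 0% = Melanotan II alone and 100% = Melanotan II plus saturating MCL0020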
#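 Material – human MC4R-expressing U2OS cells · Repeats – no replicates · Detection – TR-FRET with Eu-cAMP and labeled anti-cAMP, 671 nm · Times – compound 30 min, challenge 1 h, detection 1 h · Compound – single nominal compound dose of 6.5 µM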
# ABCB6 inh 2: inhibitors of human ABC transporter ABCB6; Q9NP58; K562-ABCB6 porphyrin accumulation, flow cytometry, 1 h; active compounds read low; fluorescence ratio to DMSO, % at 10 µM; actives 0.19% (n = 360,000); AID 602162;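 active means fluorescence ratio to DMSO below 75%, the collection mean minus 3 SD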;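 further: signal is porphyrin accumulated inside mitochondria; 100% equals median channel fluorescence of DMSO control wells; lower ratio means ABCB6 inhibition with less porphyrin fluorescence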
# Glyco luc inh: blocks N-linked glycosylation in D54 reporter cells; D54 ERlucT glycosylation luciferase reporter, 24 h; percent of 100 nM tunicamycin response; reporter increase, % at 12.5 µM; actives 0.23% (n = 360,000); AID 588692;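 active means mean luciferase reporter signal, scaled so untreated is 0 and the glycosylation-blocking control 100, at or above a set limit in every replicate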;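 further: luciferase carries N-glycosylation sites so blocking glycosylation raises the light; 0% = median of neutral control wells and 100% = median of 100 nM tunicamycin wells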
# SRC2 inh: human SRC2 (NCOA2) inhibition; HEK293 GAL4-SRC2 luciferase reporter, luminescence; Q15596; actives 0.17% (n = 370,000); AID 651957; inhibition, % at 9 µM;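 active means inhibition above the mean inhibition of all tested compounds plus 3 SD, set per campaign, cut at about 52% in these data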;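 further: 0% = DMSO treated cells and 100% = cells given Gossypol at 36 µM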
# ABHD5 PLIN5 PPI: ABHD5-PLIN5 protein interaction inhibition; actives 0.78% (n = 360,000); inhibition, % at 4 µM; Split G. princeps luciferase complementation, luminescence, 4 h; AID 602281;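 active means inhibition above the mean inhibition across every tested compound plus 3 SD, cut at about 22% in these data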;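 further: 0% = DMSO only wells and the 100% control is not disclosed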
# An asterisk follows results filed as active; / = not tested or not shown.
SMILES,Cardio protect,HTR2A ag,MC4R ag barr,TLR9-MyD88 block,NOD2-RIPK2 inh,MC4R antagonist,ABCB6 inh 2,Glyco luc inh,SRC2 inh,ABHD5 PLIN5 PPI
COCOCCn1cc(CN2CCS(=O)(=O)N(Cc3ccc(-c4ccc(F)cc4)cc3)C(CC(C)C)C2=O)nn1 (stereo not given),26,-8,-1.8,3,1,19,98,8,15,-3
CS(=O)(=O)c1ccccc1-c1nc(-c2cc(C(F)(F)F)cc(C(F)(F)F)c2)no1,-5,1,-0.2,-2,-17,5,94,2,-50,-4
CCCCN(CCCC)CCC(O)c1cc2c(Cl)cc(Cl)cc2c2cc(C(F)(F)F)ccc12 (stereo not given),-34,4,-0.8,8,-6,4,93,-6,-4,1
CCN(CC)S(=O)(=O)c1cccc(C(=O)c2c(C)cc3ccccn23)c1,-21,1,-2.7,10,6,5,98,-2,8,3
Cc1cccc(C)c1OCC(=O)Nc1ccncc1,2,4,3.6,0,-16,1,105,1,3,-3
Cc1cc(N2CCN(C(=O)c3ccco3)CC2)n2nc(-c3cccc(Cl)c3)cc2n1,12,4,26*,6,-9,-7,87,-4,-8,9
Cn1nc(C(F)(F)F)c(-c2cccc(C(F)(F)F)c2)c1NC(=O)c1nccnc1C(=O)O,3,4,2.4,/,-7,16,110,-1,-11,-7
COCC1CCN(C(=O)C2CCN(c3nc(-c4ccccc4)nc4c3CCC4)CC2)C1 (stereo not given),6,1,-1.0,-2,8,3,102,/,14,8
O=C(NCC1COCCO1)c1cc(COc2c(F)cccc2F)on1 (stereo not given),1,7,-1.0,-9,13,2,100,1,2,-4
Cc1cc(C)c(C(=O)COC(=O)c2cccc(S(=O)(=O)NCc3ccccc3)c2)cc1C,-6,-8,-0.6,5,-10,-2,100,-3,-12,-3
COc1cc2c(cc1OC)CN(C(=O)Nc1ccccc1)CC2,5,-6,0.9,-10,5,19,102,0,-35,-6
CCCN(CC(=O)Nc1ccccc1Br)CC(=O)Nc1ccc(F)c(F)c1F,-8,-6,0.3,-4,-2,6,96,-1,6,-2
CCOC(=O)c1c(C)nc2c(c1-c1ccccc1)C(=O)CCC2,3,3,0.6,3,-15,0,86,3,-23,2
N#CCC(=O)NNC(=S)Nc1ccccc1C(F)(F)F,-18,-1,-2.2,6,-5,4,81,0,-19,3
O=C(NCc1ccccc1Cl)C(=O)NCC1OCCN1S(=O)(=O)c1cccs1 (stereo not given),7,0,-0.9,-2,0,-5,110,-3,-3,0
Cc1ccc(S(=O)(=O)N2CCN(c3nc(CN4CCCC4)nc4sc(C)c(C)c34)CC2)cc1,7,-7,-1.2,-8,-1,6,97,-1,-7,6
COc1cnn(-c2cc(Oc3ccc(C)cc3)ncn2)c(=O)c1Cl,10,-1,-1.3,-12,5,0,89,-1,1,-4
Cc1ccc(Oc2ccc(N)cc2)cc1,5,-9,-1.4,0,-2,2,98,0,21,4
CCn1c(COc2ccccc2)nnc1SCC(=O)Nc1cc(C)ccc1OC,-3,-3,-1.9,-7,-2,4,86,-2,19,1
COc1cccc(CNCC(=O)NC(=O)NC2CCCC2)c1,21,-5,-0.3,-2,-8,6,83,0,1,-3

# The final 2 entries of the part before open the next one:
SMILES,Cardio protect,HTR2A ag,MC4R ag barr,TLR9-MyD88 block,NOD2-RIPK2 inh,MC4R antagonist,ABCB6 inh 2,Glyco luc inh,SRC2 inh,ABHD5 PLIN5 PPI
CCn1c(COc2ccccc2)nnc1SCC(=O)Nc1cc(C)ccc1OC,-3,-3,-1.9,-7,-2,4,86,-2,19,1
COc1cccc(CNCC(=O)NC(=O)NC2CCCC2)c1,21,-5,-0.3,-2,-8,6,83,0,1,-3
Cc1ccc(CCNC(=O)CCS(=O)(=O)c2ccc(Br)cc2)cc1,10,-2,4.2,7,1,-5,94,0,1,4
COc1ccc(OCC(=O)NNC(=O)c2ccc3c(=O)n4c(nc3c2)CCC4)cc1,3,5,-1.6,10,-5,6,102,1,-10,1
N#C/C(C(=O)N1CCCCC1)=C1/N=C(N)c2ccccc21,10,3,-1.6,-10,15,4,95,1,1,-2
COc1ccc2c(c1)C(C1C(=O)CCCC1=O)c1ccccc1O2 (stereo not given),-6,6,-0.8,-5,3,1,106,1,-6,6
COc1ccc(CNC(=O)COc2ccc(OC)cc2)cc1,2,4,-1.0,1,-15,1,99,2,-10,6
Cc1ccc(S(=O)(=O)NC(=O)N2CCCN(Cc3ccc(F)cc3)CC2)cc1,-2,-6,-1.7,-12,8,12,99,-2,-4,-6
CCN1CCc2c(sc(NC(=O)C3CCCCC3)c2C(=O)OC)C1,15,-5,0.4,-9,-11,-8,99,-5,-10,2
CN(CCOc1ccc(Cl)cc1)C(=O)c1ccc2c(=O)n3c(nc2c1)CCC3,-1,-10,0.4,-7,-1,1,98,1,2,6
O=C(Nc1ccccc1)N(CCc1ccncc1)C1CCCCC1,0,2,0.8,1,-3,-4,92,-2,14,-9
CS(=O)(=O)N(CC(=O)N1CCCCCC1)c1cccc([N+](=O)[O-])c1,7,1,-0.2,0,14,3,100,0,-6,7
Cc1cccc(NC(=O)C2CCN(S(=O)(=O)c3cccc4cccnc34)CC2)c1,16,4,-1.6,11,3,9,100,-4,-21,-5
O=c1c(Cc2ccccc2)c(O)nc2n1CCCS2,-2,2,2.6,1,-1,8,98,2,6,0
Cc1ccccc1C(=O)c1cccn1CC(=O)N1CCCCCC1,2,6,-0.7,-1,-8,6,106,-3,-24,5
O=C(Nc1ccc(NC(=O)c2cccs2)c(Cl)c1)c1cccs1,9,-6,0.0,-5,-6,-4,93,-3,-27,-9
COC(=O)CC#N,2,-2,-2.1,9,-6,2,95,-2,-21,-5
S=C(NCCc1ccccc1)NC1CCCCCC1,1,-8,-1.6,-8,10,0,97,-5,-29,-5
CCOC(=O)C1CCN(C(=O)C2c3ccccc3C(=O)N(C)C2c2ccc(OC)cc2)CC1 (stereo not given),4,0,-3.8,3,-8,8,98,2,-15,0
COCCN1C(=O)N(c2cccc(C)c2)C(=O)C1CC(=O)Nc1cc(OC)cc(OC)c1 (stereo not given),16,1,0.3,1,-2,10,100,3,-39,1
Cc1ccc2cc(CCNC(=O)c3cc4ccccc4o3)c(=O)[nH]c2c1C,4,-3,-0.3,7,0,12,89,-2,-4,-7
Cc1ccccc1-n1nnc2c(=O)oc3ccccc3c21,-39,0,-1.2,-7,-11,16,100,2,-14,2

# Gathered by group, those above with a CF3 group (4)
SMILES,Cardio protect,HTR2A ag,MC4R ag barr,TLR9-MyD88 block,NOD2-RIPK2 inh,MC4R antagonist,ABCB6 inh 2,Glyco luc inh,SRC2 inh,ABHD5 PLIN5 PPI
CS(=O)(=O)c1ccccc1-c1nc(-c2cc(C(F)(F)F)cc(C(F)(F)F)c2)no1,-5,1,-0.2,-2,-17,5,94,2,-50,-4
CCCCN(CCCC)CCC(O)c1cc2c(Cl)cc(Cl)cc2c2cc(C(F)(F)F)ccc12 (stereo not given),-34,4,-0.8,8,-6,4,93,-6,-4,1
Cn1nc(C(F)(F)F)c(-c2cccc(C(F)(F)F)c2)c1NC(=O)c1nccnc1C(=O)O,3,4,2.4,/,-7,16,110,-1,-11,-7
N#CCC(=O)NNC(=S)Nc1ccccc1C(F)(F)F,-18,-1,-2.2,6,-5,4,81,0,-19,3

# Shown as labelled records: part of the list above
mol: COC(=O)CC#N
  Cardio protect = 2	HTR2A ag = -2	MC4R ag barr = -2.1	TLR9-MyD88 block = 9	NOD2-RIPK2 inh = -6	MC4R antagonist = 2	ABCB6 inh 2 = 95	Glyco luc inh = -2	SRC2 inh = -21	ABHD5 PLIN5 PPI = -5
mol: S=C(NCCc1ccccc1)NC1CCCCCC1
  Cardio protect = 1	HTR2A ag = -8	MC4R ag barr = -1.6	TLR9-MyD88 block = -8	NOD2-RIPK2 inh = 10	MC4R antagonist = 0	ABCB6 inh 2 = 97	Glyco luc inh = -5	SRC2 inh = -29	ABHD5 PLIN5 PPI = -5
mol: CCOC(=O)C1CCN(C(=O)C2c3ccccc3C(=O)N(C)C2c2ccc(OC)cc2)CC1 (stereo not given)
  Cardio protect = 4	HTR2A ag = 0	MC4R ag barr = -3.8	TLR9-MyD88 block = 3	NOD2-RIPK2 inh = -8	MC4R antagonist = 8	ABCB6 inh 2 = 98	Glyco luc inh = 2	SRC2 inh = -15	ABHD5 PLIN5 PPI = 0

# More structures follow:
SMILES,Cardio protect,HTR2A ag,MC4R ag barr,TLR9-MyD88 block,NOD2-RIPK2 inh,MC4R antagonist,ABCB6 inh 2,Glyco luc inh,SRC2 inh,ABHD5 PLIN5 PPI
Cc1c(C(=O)NCCC#N)sc(=O)n1Cc1ccc(C(=O)N(C)C)cc1,-1,14,0.0,/,-3,18,97,2,-7,-3
Cc1cc(C(=O)N2CCN(C/C=C/c3ccccc3)CC2)no1,-4,-6,-2.3,-1,7,12,102,-2,1,-5
COc1ccc(S(=O)(=O)N2CCC(C(=O)NCCC(=O)Nc3ccc(Cl)cc3)CC2)cc1,-9,3,0.9,3,-9,2,98,2,-27,8
CCC(C)NC(=O)c1c(N)n(/N=C/c2cccnc2)c2nc3ccccc3nc12 (stereo not given),-17,3,13*,-3,-9,10,87,-7,6,8
COc1cc2[nH]c(=S)nc(NCCc3ccc(S(N)(=O)=O)cc3)c2cc1OC,13,-2,-2.4,1,2,22,95,3,15,2
S=C(NCc1ccncc1)Nc1ccc(Cl)cc1,-4,-2,-2.6,5,-6,9,98,-1,-1,-4
COc1ccc(OC)c(S(=O)(=O)N2CCC3(CC2)OCCN3S(=O)(=O)c2ccccc2)c1,0,10,-0.6,-2,-8,9,101,1,9,6
CC(=O)Nc1cccc(NC(C)=O)n1,-2,0,-1.1,-2,-13,3,95,4,0,2
COc1ccc(C(=O)C2CCCN(C(=O)/C=C/c3cnc[nH]3)C2)c(C)c1 (stereo not given),-3,2,-1.5,-2,2,6,104,0,-16,7
CCOC(=O)C1CCCN(C(=O)c2cc(=O)c3ccccc3o2)C1 (stereo not given),19,-1,-0.5,2,3,0,103,1,-19,-4
O=C(Nc1ccc2c(c1)OCCO2)C(C1CC1)N1CCN(c2ccc(C(F)(F)F)cn2)CC1 (stereo not given),-4,1,/,/,-5,/,96,5,-24,-10
Cc1ccc(N(CN2C(=O)c3ccccc3C2=O)C(=O)c2ccc([N+](=O)[O-])cc2[N+](=O)[O-])cc1,17,5,-3.4,-5,-8,-1,100,0,-1,3
O=C(CCCO)N/N=C/c1cc(Br)ccc1O,18,-2,-1.2,9,19,6,102,4,-7,-4
CC(=O)Nc1cccc(-c2cc(-c3c(Cl)cccc3Cl)no2)c1,-7,0,-1.6,-13,3,10,100,2,21,3
O=C1NC[C@H](Cc2ccc(O)cc2)N(C[C@@H]2CCCN2C[C@H](Cc2ccccc2)N2C[C@H](Cc3ccccc3)N(CCc3ccccc3)C(=O)C2=O)C1=O,/,-4,/,/,-3,/,91,/,25,9
Cc1ccc(-c2nn(-c3ccccc3)cc2NC(=O)c2ccccc2)cc1,-7,-2,-1.9,-19,-3,-5,97,2,16,2

# Some of the compounds tested, so the mix of outcomes need not match the whole.
